# rTrxR1 inhibitor: inhibitors of rat thioredoxin reductase 1 | recombinant rTrxR1, NADPH fluorescence consumption, selenite substrate | Potency, µM (highest dose often 114 µM), for inactives: at the highest dose activity change, negative = inhibition, actives largely listed as inhibitors | 390,000 tested, 1% active; further: potency means the concentration at half of the fitted maximal effect; on the % scale 0 is the no-effect control and ±100 the full control effect; nearly all actives have a fitted effect of over 65% in size
#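 Rat TrxR1 (90 nM in the dispensed reagent) was pre-reduced with 400 uM NADPH for 5 min at room temperature, then incubated with compound for 15 min. After 400 uM selenite was added, NADPH fluorescence (Ex 340/Em 450 nm) was followed for 8 min.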
# Pin1 inh: blocks the human prolyl isomerase Pin1; Pin1 FP peptide displacement, HiFluor488, 10 min; Potency, µM (series often up to 115 µM), for inactives: at the top dose activity, negative = inhibition, hits mostly inhibitors; Q13526; 390,000 tested, 0.009% active; active means well fitted inhibition curve with a large enough effect in the polarisation, with a control signal flat, not every such curve was filed as active; inconclusive means small, poorly fitted or top-dose-only effect, or effect the other way, or a change in a side signal; inactive means no such curve, though single readings can be large or run the other way; the % refers to the polarisation; further: potency means the concentration at half of the fitted maximal effect; on the % scale 0 is the no-effect control and ±100 the full control effect
# Target sequence (Q13526 whole entry, looked up): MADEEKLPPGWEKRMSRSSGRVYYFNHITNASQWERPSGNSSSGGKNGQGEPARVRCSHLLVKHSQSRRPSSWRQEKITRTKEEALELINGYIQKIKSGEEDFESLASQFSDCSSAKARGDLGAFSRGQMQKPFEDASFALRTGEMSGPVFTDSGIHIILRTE
# D2 agonist: D2 dopamine receptor (human) agonism; P14416; AID 485358; 340,000 tested, 0.53% active; activation, % at 2 µM; HEK293 T-REx D2 cells, calcium flux agonist mode;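 active means activation over 3 SD above normal in the single-dose calcium agonist read, cut at about 30% in these data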; further: 0% is about no effect
# Target sequence (P14416 whole entry, looked up): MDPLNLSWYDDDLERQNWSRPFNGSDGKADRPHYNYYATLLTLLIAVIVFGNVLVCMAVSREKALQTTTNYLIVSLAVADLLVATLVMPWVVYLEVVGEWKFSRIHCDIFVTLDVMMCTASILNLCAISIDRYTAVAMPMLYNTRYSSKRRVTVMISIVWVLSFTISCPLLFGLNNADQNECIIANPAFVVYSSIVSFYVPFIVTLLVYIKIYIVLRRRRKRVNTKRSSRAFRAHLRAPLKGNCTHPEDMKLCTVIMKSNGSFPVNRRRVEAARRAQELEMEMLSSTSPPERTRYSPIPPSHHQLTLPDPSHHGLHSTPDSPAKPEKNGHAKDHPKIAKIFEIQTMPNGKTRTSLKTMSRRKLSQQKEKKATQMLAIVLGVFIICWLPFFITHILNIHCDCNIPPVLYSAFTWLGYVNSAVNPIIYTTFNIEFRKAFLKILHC
#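 Calcium-flux readout, 1 cycle/sec over 180 s following compound pin transfer, in inducible HEK293 Trex D2 cells (force-coupled); dopamine controls included. Positive calcium responses during this window marked compounds as potential agonists.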
# TRHR agonist: agonists of human TRH receptor; P34981; TRHR cells, calcium flux fluo-8, FDSS agonist mode; activation, % at 2 µM; 360,000 tested, 0.18% active; in the data active means activation above about 30%; further: 0% is about no effect
# Target sequence (P34981 whole entry, looked up): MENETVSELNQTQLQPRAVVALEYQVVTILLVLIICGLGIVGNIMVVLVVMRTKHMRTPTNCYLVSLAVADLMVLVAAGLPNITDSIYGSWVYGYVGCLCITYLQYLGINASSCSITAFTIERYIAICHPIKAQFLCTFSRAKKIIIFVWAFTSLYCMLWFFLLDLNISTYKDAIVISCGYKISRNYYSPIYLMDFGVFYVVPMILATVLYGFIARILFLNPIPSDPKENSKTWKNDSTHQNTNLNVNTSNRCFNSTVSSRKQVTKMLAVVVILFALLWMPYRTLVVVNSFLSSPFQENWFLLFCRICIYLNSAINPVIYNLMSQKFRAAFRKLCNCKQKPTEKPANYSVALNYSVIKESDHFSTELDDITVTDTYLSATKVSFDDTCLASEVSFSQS
#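 Steps: seed TRHR cells overnight; add fluo-8 no-wash Ca dye, RT 30 min–1.5 h; record 10 s baseline; pin-transfer compounds; monitor fluorescence 1 cycle/s for the agonist window. Calcium increases flag candidate agonists.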
# D2 antagonist: D2 dopamine receptor (human) antagonism; P14416; 340,000 tested, 2% active; HEK293 TREx D2 cells, calcium flux, dopamine EC80; AID 485344; inhibition, % at 10 µM; in the data active means inhibition above about 30%; further: 0% is about no effect
#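 Calcium flux kinetic readout in an inducible HEK293 TREx D2 line plated overnight at 30 C. After 180 s compound exposure, an EC80 dopamine challenge follows with another 180 s kinetic read to detect antagonism.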
# TRHR PAM: TRH receptor (human) allosteric enhancement | P34981 | TRHR cells, fluo-8 calcium fluorescence, EC20 TRH enhancement | enhancement, % at 2 µM | 360,000 tested, 0.66% active | AID 493056; in the data active means enhancement above about 30%; further: 0% is about no effect
#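 TRHR-expressing cells loaded with fluo-8 calcium dye were read kinetically (ex 480/em 530) during compound addition, then stimulated with an EC20 of TRH (10 nM final). Enhancement of the Gq-mediated intracellular calcium response was scored.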
# USP1 inh: inhibitors of human USP1/UAF1 deubiquitinase; O94782; recombinant USP1/UAF1, Ub-Rhodamine cleavage fluorescence; Potency, µM (top dose mostly 57.1 µM), for the others: at the highest dose activity change, negative = inhibition, usual class: inhibitors; 390,000 tested, 0.23% active; further: potency means the concentration at half of the fitted maximal effect; on the % scale 0 is the no-effect control and ±100 the full control effect; nearly all actives have a fitted effect of over 60% in size; inactives centre near -12
#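 1 nM enzyme complex + cpd, 15 min RT; start with Ub-Rho 150nM final; kinetic fluorescence ex 480/em 540, 6 reads q60 s. Buffer 50mM HEPES pH 7.8, 0.5mM EDTA, 0.1 mg/ml BSA, 1mM TCEP, 0.01% Tween-20.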
# IDH1 R132H inh: human IDH1 R132H inhibition; O75874; IDH1-R132H enzyme, NADPH consumption, diaphorase/resazurin fluorescence; Potency, µM (series often up to 76.6 µM), for inactives: at the highest dose activity change, negative = inhibition, most hits filed as inhibitors; 390,000 tested, 0.093% active; further: potency means the concentration at half of the fitted maximal effect; on the % scale 0 is the no-effect control and ±100 the full control effect; nearly all actives have a fitted effect of over 65% in size
#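 IDH1-R132H (0.5 ug/mL dispensed) in pH 7.5 Tris buffer was preincubated 30 min with compound, then given a substrate mix of 0.016 mM NADPH and 2 mM alpha-KG for 80 min at room temperature; remaining NADPH was read by diaphorase/resazurin fluorescence.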
# TrxR1 substrate: substrates of rat thioredoxin reductase 1 | O89049 | purified TrxR1 substrate turnover, NADPH consumption readout | Potency, µM (doses to about 114 µM), for the others: top-dose activity change, negative = substrate turnover | 390,000 tested, 0.01% active; further: potency means the concentration at half of the fitted maximal effect; on the % scale 0 is the no-effect control and ±100 the full control effect; nearly all actives have a fitted effect of over 50% in size
#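 Rat TrxR1, dispensed at 90 nM, was prereduced with 400 uM NADPH (final) for 5 min at ~22 deg C, then incubated with compound 15 min before 400 uM selenite. A first-read NADPH fluorescence drop versus no-compound background flagged substrates.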
# Starred values were filed as active, the others as inactive; ? = inconclusive; . = no result given; & = joins results of further samples; [ ] = another dose, or the depositor's remark. Unless noted, the call rests on the fitted dose curve; in most records, active means well fitted inhibition curve with a large enough effect; inconclusive means small, poorly fitted or top-dose-only effect; inactive means no such curve, though single readings can be large or run the other way. Not all compounds are listed. The share of hits here may be higher or lower than overall.
smiles,Pin1 inh,USP1 inh,D2 antagonist,TrxR1 substrate,D2 agonist,TRHR agonist,IDH1 R132H inh,TRHR PAM,rTrxR1 inhibitor
Cc1cc(C)cc(NC(=S)NC2CC3CCCC(C2)N3C2CC2)c1 (centres undefined),1%,-10%,13,0%,1.5,0.6,21%,5,?
Cc1ccc(C)c(NC(=O)c2cnc(N3CCCC3)nc2C)c1,0%,1%,.,12%[57.1 µM],1.9,-0.1,.,-3,18%[57.1 µM]
COc1ccc(N(Cc2cc3cccc(C)c3[nH]c2=O)S(=O)(=O)c2ccc(OC)cc2)cc1,-3%,-22%,.,2%,.,0.4,-5%,7,15%
Cn1c(=O)c2c(SCC(=O)NCc3ccco3)nc(-c3ccccc3Cl)nc2n(C)c1=O,29%&3%,-23%&-12%,-3,1%,0.3,-0.1&0.3,2%,-4&-3,-6%
COCCC1CCCCN1C(=O)c1ccc2nc(Cc3ccccc3F)oc2c1 (centres undefined),-1%,-9%,3,-8%,-1.0,-0.2,3%,-2,-4%
Cc1cc(C)cc(NC(=O)CCCSc2nc3ccccc3[nH]2)c1,-3%,?,6,4%,0.7,-0.6,12%,3,21%
CCN(CC)c1ccc2c(Nc3ccccc3)c(C=O)c(=O)oc2c1,20%,1%,11,-5%,0.5,0.5,2%,0,15%
Cc1ccc(S(=O)(=O)Oc2cccc(/C=N/Nc3ccc(C(=O)O)cc3)c2)cc1,-25%,-26%,9,0%,-0.1,0.0,30%,-2,7%
Cc1cc(=O)oc2cc(OCC(=O)Nc3cccnc3)ccc12,-7%,-13%,.,24%[57.1 µM],.,.,-4%,.,-6%[2.29 µM]
COc1ccc(O)c(/C=N/Nc2nc(C)cc(-c3ccccc3)n2)c1,?,?,.,9%[57.1 µM],.,.,2%,.,30%[57.1 µM]
O=S1(=O)N[C@@H](CC2CCCCC2)COc2cc(Br)ccc21,-1%,-11%,.,-3%,.,.,-7%,.,22%
COCCNC(=S)N1CCN(c2cccc(C)c2C)CC1,-4%,4%,-12,8%[57.1 µM],0.1,-0.1,7%,1,5%[57.1 µM]
Cc1ccc(S(=O)(=O)NCCn2nc(C)cc2C)cc1,-1%,-14%,.,-8%,.,0.2,-5%,6,-11%
COc1ccc(/C=C(\C#N)C(=O)OCC(=O)N2CC(C)OC(C)C2)cc1 (centres undefined),-1%,-17%,8,-16%,-0.2,-0.6,-3%,7,-15%
CSc1ccccc1C(=O)NCCSc1ccc(C)cc1,1%,-26%,-16,5%,1.4,-1.0,0%,-1,24%
COc1cccc(N2C(=O)C(c3ccccc3)=C(c3nc4ccccc4s3)C2NC(C)=O)c1 (centres undefined),58%[activator],-28%,-8,-5%,-1.1,-0.1,6%,3,7%
CC(=O)c1ccc2noc(-c3ccc(Cl)cc3)c2c1,-6%,-31%,-16,6%[57.1 µM],-0.6,0.2,5%,-7,8%[57.1 µM]
COc1ccccc1NC(=O)c1c(Br)cnn1C,-3%,-13%,-8,-5%,-1.3,1.4,-3%,-2,0%
C[C@]12C=CC(=O)C=C1CCC1C2CC[C@@]2(C)C1CCC21OCCO1 (some centres undefined),-8%,-14%,.,10%[57.1 µM],.,.,9%,.,2%[2.29 µM]
O=C(NCc1ccccc1)C1CCCN1S(=O)(=O)c1ccc(F)cc1 (centres undefined),0%,-11%,3,2%[57.1 µM],-0.7,-1.9,5%,0,0%[57.1 µM]

# Profiles from above:
# O=C(NCc1ccccc1)C1CCCN1S(=O)(=O)c1ccc(F)cc1 (centres undefined) in the list: Pin1 inh = 0%; USP1 inh = -11%; D2 antagonist = 3; TrxR1 substrate = 2%[57.1 µM]; D2 agonist = -0.7; TRHR agonist = -1.9; IDH1 R132H inh = 5%; TRHR PAM = 0; rTrxR1 inhibitor = 0%[57.1 µM]
# COc1ccccc1NC(=O)c1c(Br)cnn1C in the list: Pin1 inh = -3%; USP1 inh = -13%; D2 antagonist = -8; TrxR1 substrate = -5%; D2 agonist = -1.3; TRHR agonist = 1.4; IDH1 R132H inh = -3%; TRHR PAM = -2; rTrxR1 inhibitor = 0%

# (continued)
smiles,Pin1 inh,USP1 inh,D2 antagonist,TrxR1 substrate,D2 agonist,TRHR agonist,IDH1 R132H inh,TRHR PAM,rTrxR1 inhibitor
COc1ccc([C@H]2CC(=O)C=C(c3cc(F)ccc3F)C2)cc1OC,1%,-26%,-8,1%,0.4,-0.1,27%,-2,14%
COC(=O)COc1ccc(C(=O)Cn2c(NCCCO)nc3ccccc32)cc1,4%,-14%,.,2%[57.1 µM],.,.,2%,.,3%[57.1 µM]
COc1ccc(S(=O)(=O)N2CCOCC2)cc1NC(=O)c1ccc(Cl)cc1,-16%,-4%,-13,1%,1.6,0.9,0%,-7,9%
COc1ccccc1N(CC(O)Cn1ccnc1C)S(=O)(=O)c1ccc(C)cc1 (centres undefined),-4%,3%,67*,5%[57.1 µM],0.2,-0.5,2%,-19,8%[57.1 µM]
Cc1cccc(CC2CC(=O)N(c3ncccn3)C2=O)c1 (centres undefined),1%,-17%,-5,8%,0.1,-0.1,3%,-15,12%
O=S(=O)(/C=C/c1ccccc1)NCCc1ccccn1,-3%,-8%,-20,13%[57.1 µM],0.7,0.1,5%,28,13%[57.1 µM]
O=C(CP(=O)(c1ccccc1)c1ccccc1)Nn1cnnc1,5%,-17%,-5,8%[57.1 µM],0.7,0.6,-1%,0,16%[57.1 µM]
O=C(c1cccc(F)c1)N1CCN(S(=O)(=O)c2ccc(C(F)(F)F)cc2)CC1,2%,0%,4,3%,0.1,-0.9,5%,7,7%
COc1ccc(-c2cc(C(F)(F)F)n3nc(C(=O)Nc4cc(C(F)(F)F)ccc4Cl)cc3n2)cc1OC,4%,1%,.,3%,-0.7,-2.3,19%,5,12%
Cc1ccc(-n2c(SCC(=O)O)nc3sc4c(c3c2=O)CCCC4)cc1,0%&2%,-10%&-15%,3,-9%&-6%,0.2&1.0,0.3&-0.6,9%&-18%,1&11,20%[57.1 µM]
COC(=O)/C=c1/s/c(=C(\C#N)C(=O)NCc2ccco2)n(-c2ccccc2)c1=O,80%[activator],-11%,-16,2%,0.0,1.3,7%,-2,?
CCOc1ccc(CNC2CCCc3ccccc32)cc1 (centres undefined),2%,-4%,25,-18%,0.7,-0.2,-4%,-5,-30%
Cc1ccc(C)c(NC(=O)NNC(=O)c2cc3ccccc3cc2O)c1,?,-26%,2,28%,-0.1,0.6,3%,-3,-9%
O=C(Nn1cnnc1)c1ccccc1F,0%,-8%,20,2%,0.1,0.7,9%,4,26%
Cc1cc(Nc2ccc(Cl)cc2)n2cnnc2n1,1%,-2%,.,0%,-0.4,-0.9,0%,-2,8%
COC(=O)c1cccc(C23CC4(C2)[C@H](CN(Cc2ccc(-c5ccccc5)cc2)[C@@H]4c2ccccc2)C3c2ccccc2)c1 (some centres undefined),?,-24%,9,2%,-0.3,-0.2,0%,5,6%
Cc1nc(Cl)c(C(=O)NC(=O)NCc2ccccc2)c(C)c1Cl,1%,-14%,2,3%[57.1 µM],1.8,0.4,2%,1,1%[57.1 µM]
COc1ccc(N(CC(=O)NCC2CCCO2)C(=O)CCC(=O)Nc2nccs2)cc1 (centres undefined),-1%,-16%,.,2%,.,.,2%,.,14%
CC1(C)C2CC=C(/C=N/NC(=O)c3ccccc3O)C1C2 (centres undefined),2%,-7%,3,18%,4.6,0.7,0%,-6,?
O=C(CCc1c[nH]c2ccccc12)N1CCCC1,-2%,-15%,-1,-1%,-0.5,-0.4,-2%,-5,11%
Cc1ccc(CSCC(=O)N/N=C/c2ccc(OCC(=O)Nc3ccc(C)cc3)cc2)cc1,57%[activator],-3%,12,-3%,-0.7,1.0,-1%,-4,9%
O=C(CC1Oc2ccccc2NC1=O)NCCCN1CCN(C2CCCCC2)CC1 (centres undefined),-8%,?,.,0%,.,.,-3%,.,8%
O=C(CCSc1ccccc1)Nc1ccc(S(=O)(=O)N2CCOCC2)cc1,-1%,-20%,0,-8%,0.1,-0.1,4%,7,-5%
CCOC(=O)c1c(C)n(CC(O)CN(CC)CC)c2cc(Br)c(OC)cc12 (centres undefined),-1%,-7%,-10,4%[57.1 µM],-0.1,-0.5,3%,5,13%[57.1 µM]
S=c1[nH]cc(Oc2ccc(Cl)cc2Cl)c(=S)[nH]1,-7%,?,.,-4%,.,.,-8%,.,-17%
Cc1cc(C)cc(Nc2nc3ccccc3c(=O)[nH]2)c1,-6%,-20%,-1,-2%,1.2,0.2,9%,2,15%
COCCn1c(SCC(=O)Nc2cccc(C(=O)OC)c2)nc2ccccc2c1=O,5%,-2%,5,-6%,-0.2,0.5,9%,-8,-10%
COc1ccc2c(c1)N(S(=O)(=O)c1ccccc1)CCC2=O,-6%,-18%,-1,-1%,0.2,-0.2,-1%,3,-9%
O=C(COC(=O)c1n[nH]c2ccccc12)NC(=O)NCc1ccco1,13%,-9%,3,19%,-1.3,3.2,-2%,4,-18%
O=S(=O)(NCc1ccccc1)c1ccc2ccccc2c1,-2%,-23%,.,-4%,.,-0.3,1%,-7,-5%
CC(=NNc1nc2ccccc2s1)c1ncccn1,?,-11%,.,2%,.,.,1%,.,6%
COC(=O)c1ccc(CN2[C@H](C(=O)OC)C[C@@]3(O)[C@H](O)[C@H](O)[C@H](O)C[C@@H]23)cc1,-1%,-11%,2,7%[57.1 µM],-0.7,0.0,-9%,-2,14%[57.1 µM]

# Assay outcomes (PubChem)
